# Compound activity deposited in PubChem by Broad Institute.
# NSD2 inh: inhibitors of human NSD2 methyltransferase; O96028; NSD2-SET H3K36me1 DELFIA fluorescence, biochemical; inhibition, % at 12.5 µM; hit rate 0.07% among 44,000; in the data active = inhibition above about 54%, passing the limit was not always enough; inconclusive = no clear call, values can overlap the other calls;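 note: inhibitors reduce the monomethyl H3K36 fluorescence signal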
# Target sequence (O96028 whole entry, looked up): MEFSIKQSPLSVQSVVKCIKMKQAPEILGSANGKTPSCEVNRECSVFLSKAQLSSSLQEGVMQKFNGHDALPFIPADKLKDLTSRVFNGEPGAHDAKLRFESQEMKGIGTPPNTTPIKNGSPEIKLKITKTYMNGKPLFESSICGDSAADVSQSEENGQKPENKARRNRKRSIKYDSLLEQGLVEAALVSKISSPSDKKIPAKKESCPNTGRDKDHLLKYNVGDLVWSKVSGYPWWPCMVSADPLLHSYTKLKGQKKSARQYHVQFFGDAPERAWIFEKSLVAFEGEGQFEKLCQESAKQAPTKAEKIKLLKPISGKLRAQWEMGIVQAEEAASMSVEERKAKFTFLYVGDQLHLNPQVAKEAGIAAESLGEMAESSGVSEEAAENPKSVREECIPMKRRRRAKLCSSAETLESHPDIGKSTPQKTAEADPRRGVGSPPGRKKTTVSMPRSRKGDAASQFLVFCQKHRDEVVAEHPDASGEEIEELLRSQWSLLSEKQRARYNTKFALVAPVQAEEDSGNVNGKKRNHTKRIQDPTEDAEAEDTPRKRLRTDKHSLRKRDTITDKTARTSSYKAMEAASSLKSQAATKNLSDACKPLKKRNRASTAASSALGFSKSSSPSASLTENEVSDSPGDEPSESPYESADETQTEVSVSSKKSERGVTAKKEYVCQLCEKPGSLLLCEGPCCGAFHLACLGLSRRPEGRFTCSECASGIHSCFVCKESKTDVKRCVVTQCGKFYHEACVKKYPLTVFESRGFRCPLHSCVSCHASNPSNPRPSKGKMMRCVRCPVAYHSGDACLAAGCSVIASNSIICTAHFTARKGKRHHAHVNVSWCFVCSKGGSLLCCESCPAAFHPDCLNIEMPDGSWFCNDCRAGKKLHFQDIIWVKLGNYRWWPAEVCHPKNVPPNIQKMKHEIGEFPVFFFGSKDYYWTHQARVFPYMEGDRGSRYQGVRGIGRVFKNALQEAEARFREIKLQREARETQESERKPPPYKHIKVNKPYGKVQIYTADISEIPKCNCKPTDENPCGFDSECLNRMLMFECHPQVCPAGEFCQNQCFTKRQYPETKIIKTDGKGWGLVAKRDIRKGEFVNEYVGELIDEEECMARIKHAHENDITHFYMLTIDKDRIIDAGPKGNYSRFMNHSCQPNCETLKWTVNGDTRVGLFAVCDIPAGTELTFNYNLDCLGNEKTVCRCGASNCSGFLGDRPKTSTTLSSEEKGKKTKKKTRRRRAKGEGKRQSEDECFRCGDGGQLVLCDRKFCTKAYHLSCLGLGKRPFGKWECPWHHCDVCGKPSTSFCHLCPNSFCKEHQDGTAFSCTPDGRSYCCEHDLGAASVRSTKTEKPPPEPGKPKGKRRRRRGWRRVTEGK
# * hit, by the source's call; ? = inconclusive. Not all compounds are listed; count on the stated rates, not on these rows.
# The opening 4 entries (preview)
no. | Structure | NSD2 inh
1 | C[C@H](CO)N1C[C@H](C)[C@H](CN(C)Cc2cccc(C(=O)O)c2)Oc2cc(C3=CCCC3)ccc2S1(=O)=O | -5.8
2 | CC(C)NC(=O)Nc1ccc2c(c1)CC(=O)N([C@H](C)CO)C[C@@H](C)[C@H](CN(C)S(=O)(=O)c1ccccc1)O2 | 9.3
3 | C[C@@H]1CCCCO[C@H](CN(C)C(=O)Nc2ccc(F)cc2)[C@@H](C)CN([C@@H](C)CO)C(=O)c2cc(NC(=O)Cc3ccccc3)ccc2O1 | -2.6
4 | CNC[C@H]1Oc2c(NS(=O)(=O)c3ccc(Cl)cc3)cccc2C(=O)N([C@H](C)CO)C[C@H]1C | 43.1

# The list itself, from the first entry:
no. | Structure | NSD2 inh
1 | C[C@H](CO)N1C[C@H](C)[C@H](CN(C)Cc2cccc(C(=O)O)c2)Oc2cc(C3=CCCC3)ccc2S1(=O)=O | -5.8
2 | CC(C)NC(=O)Nc1ccc2c(c1)CC(=O)N([C@H](C)CO)C[C@@H](C)[C@H](CN(C)S(=O)(=O)c1ccccc1)O2 | 9.3
3 | C[C@@H]1CCCCO[C@H](CN(C)C(=O)Nc2ccc(F)cc2)[C@@H](C)CN([C@@H](C)CO)C(=O)c2cc(NC(=O)Cc3ccccc3)ccc2O1 | -2.6
4 | CNC[C@H]1Oc2c(NS(=O)(=O)c3ccc(Cl)cc3)cccc2C(=O)N([C@H](C)CO)C[C@H]1C | 43.1
5 | Cc1cc(C(F)(F)F)n2ncnc2n1 | -3.1
6 | C[C@@H]1CN([C@@H](C)CO)C(=O)Cc2cc(NC(=O)Nc3ccccc3)ccc2O[C@H]1CN(C)S(=O)(=O)c1cccs1 | 1.5
7 | COC(=O)CCCCCCC(=O)N/N=C/c1c(CO)cnc(C)c1O | 1.8
8 | C[C@@H]1CN([C@@H](C)CO)C(=O)c2cc(-c3cccc(C#N)c3)cnc2O[C@H]1CN(C)C(=O)c1ccccn1 | 3.2
9 | C[C@H](CO)N1C[C@H](C)[C@H](CN(C)S(C)(=O)=O)Oc2ccc(NC(=O)CCCN(C)C)cc2C1=O | -2.2
10 | C[C@@H]1CN([C@@H](C)CO)C(=O)c2cccc(NC(=O)c3cnccn3)c2O[C@@H]1CN(C)S(C)(=O)=O | 19.5
11 | C[C@H]1CN([C@@H](C)CO)S(=O)(=O)c2ccc(-c3ccc(F)cc3)cc2O[C@H]1CN(C)C(=O)C1CCCCC1 | -2.7
12 | CC1(C)[C@H](O)CC[C@@]2(C)[C@@H]3CC[C@](C)(C(O)CO)CC3=CC[C@H]12 (some centres undefined) | -1.6
13 | C[C@@H]1CN([C@H](C)CO)C(=O)c2cccc(NC(=O)c3ccc(-c4nccs4)cc3)c2O[C@H]1CN(C)C | -0.3
14 | C[C@@H]1CN([C@@H](C)CO)C(=O)c2cc(C3=CCCCC3)cnc2O[C@@H]1CN(C)C(=O)Nc1ccc(F)cc1 | -0.4
15 | CN(C)C(=O)C[C@H]1C[C@@H]2c3cc(NS(=O)(=O)c4ccccc4)ccc3O[C@@H]2[C@@H](CO)O1 | -1.9
16 | CN(C)CCCOc1ccc(/C=N/NC(=O)c2ccccc2O)cc1 | 2.3
17 | C[C@H](CO)N1C[C@H](C)[C@@H](CN(C)Cc2ccc(Cl)c(Cl)c2)Oc2ccc(NS(=O)(=O)c3ccccc3)cc2C1=O | 1.3
18 | COC(=O)c1cc(-c2ccccc2)sc1NC(=S)NCc1ccccn1 | 1.1
19 | C[C@@H]1CN([C@H](C)CO)C(=O)c2c(c3ccccc3n2C)-c2ccccc2CO[C@@H]1CN(C)S(C)(=O)=O | 1.7
20 | C[C@@H]1CCCCO[C@@H](CN(C)C(=O)Nc2cccc3ccccc23)[C@H](C)CN([C@H](C)CO)C(=O)c2cc(NC(=O)NC3CCCCC3)ccc2O1 | 2.4
21 | CC(C)(C)OC(=O)CC[C@]12N=C(c3ccc(OCCCO)cc3)O[C@H]1c1ccccc1CN(CCS(=O)(=O)c1ccccc1)C2=O | 2.4
22 | C[C@H](CO)N1C[C@H](C)[C@@H](CN(C)Cc2ccc(C(=O)O)cc2)Oc2ncc(-c3ccccc3)cc2C1=O | -1.8
23 | Cc1noc(C)c1NC(=O)N(C)C[C@@H]1Oc2ccc(NC(=O)Nc3cccc4ccccc34)cc2CC(=O)N([C@@H](C)CO)C[C@@H]1C | 9.6
24 | C[C@H](CO)N1C[C@H](C)[C@@H](CN(C)Cc2ccc(-c3ccccc3)cc2)Oc2ccc(NC(=O)C3CCCCC3)cc2CC1=O | 10.1
25 | C[C@@H]1CN([C@H](C)CO)C(=O)c2cc(NC(=O)CCC(F)(F)F)ccc2O[C@@H](C)CCCCO[C@@H]1CN(C)C | -2.4
26 | Cc1ccc(S(=O)(=O)N(C)C[C@H]2Oc3c(NS(=O)(=O)c4cn(C)cn4)cccc3C(=O)N([C@H](C)CO)C[C@H]2C)cc1 | 3.1
27 | Cc1noc(C)c1NC(=O)N(C)C[C@H]1OCCCC[C@H](C)Oc2ccc(NS(=O)(=O)c3ccccc3)cc2C(=O)N([C@@H](C)CO)C[C@H]1C | -0.6
28 | C[C@@H]1CN([C@@H](C)CO)C(=O)c2cc(C#CCc3ccccc3)cnc2O[C@@H]1CN(C)Cc1cccnc1 | 4.1
29 | CCCN(C)C[C@H]1Oc2ncc(C#Cc3ccc(OC)cc3)cc2C(=O)N([C@H](C)CO)C[C@H]1C | 4.9
30 | C=C1CC(O)C2C(=C)C(=O)OC2C2C(=C)C(OC3OC(CO)C(O)C(OC(=O)/C=C/c4ccc(O)c(O)c4)C3O)CC12 (centres undefined) | 0.3
31 | Cc1noc(C)c1NC(=O)Nc1ccc2c(c1)C(=O)N([C@H](C)CO)C[C@H](C)[C@H](CN(C)Cc1ccc(C(F)(F)F)cc1)O2 | -2.9
32 | Cc1noc(C)c1NC(=O)N[C@H]1CC[C@@H](CC(=O)N2CCCCC2)O[C@@H]1CO | -1.2
33 | C[C@H](CO)N1C[C@H](C)[C@@H](CN(C)C(=O)OCc2ccccc2)OCc2cnnn2CCCC1=O | -0.3
34 | C[C@@H]1CN([C@H](C)CO)C(=O)c2cc(-c3ccccc3F)cnc2O[C@@H]1CN(C)C | -6.4
35 | O=C(C[C@@H]1CC[C@@H](NS(=O)(=O)c2ccccc2F)[C@H](CO)O1)NCCCN1CCOCC1 | 13.2
36 | C[C@@H]1CN([C@H](C)CO)C(=O)Cc2cc(NS(=O)(=O)c3cn(C)cn3)ccc2O[C@H]1CN(C)Cc1ccc(C(F)(F)F)cc1 | 0.0
37 | C[C@@H]1CN([C@@H](C)CO)C(=O)c2cc(Br)cnc2O[C@@H]1CN(C)C(=O)C1CCOCC1 | 14.9
38 | CCN(C)C[C@@H]1Oc2cc(C#CCC3CCCC3)ccc2S(=O)(=O)N([C@@H](C)CO)C[C@H]1C | -1.0
39 | C[C@H](CO)N1C[C@H](C)[C@@H](CN(C)S(=O)(=O)c2cccc(F)c2)Oc2cc(C#CCN(C)C)ccc2S1(=O)=O | 0.8
40 | Cc1noc(C)c1NC(=O)Nc1ccc2c(c1)C(=O)N([C@H](C)CO)C[C@H](C)[C@H](CN(C)C(=O)C1CCCCC1)OCCCC[C@H](C)O2 | -3.9
41 | COCC(=O)N(C)C[C@H]1Oc2ncc(-c3ccccc3C)cc2C(=O)N([C@@H](C)CO)C[C@H]1C | -3.6
42 | Cc1noc(C)c1S(=O)(=O)N(C)C[C@@H]1Oc2ccc(NC(=O)CCCCCC(=O)Nc3ccccc3N)cc2CC(=O)N([C@@H](C)CO)C[C@@H]1C | -5.2
43 | C[C@@H]1CN([C@@H](C)CO)C(=O)Cc2cc(NC(=O)Cc3ccccc3)ccc2O[C@H]1CN(C)Cc1ccc(C(=O)O)cc1 | 1.4
44 | CCCNC(C)(C)COC(=O)c1ccccc1 | 0.1
45 | COc1ccc(S(=O)(=O)Nc2ccc3c(c2)C(=O)N([C@@H](C)CO)C[C@H](C)[C@@H](CN(C)C(=O)Nc2c(C)noc2C)OCCCC[C@H](C)O3)cc1 | -1.7

# Part of the list above, set out differently.
nr	NSD2 inh	smiles
34	-6.4	C[C@@H]1CN([C@H](C)CO)C(=O)c2cc(-c3ccccc3F)cnc2O[C@@H]1CN(C)C
45	-1.7	COc1ccc(S(=O)(=O)Nc2ccc3c(c2)C(=O)N([C@@H](C)CO)C[C@H](C)[C@@H](CN(C)C(=O)Nc2c(C)noc2C)OCCCC[C@H](C)O3)cc1

# Continuation:
no. | Structure | NSD2 inh
46 | C[C@H]1CN([C@@H](C)CO)C(=O)c2cc(NS(=O)(=O)c3ccccc3)ccc2O[C@@H]1CN(C)CC1CC1 | 4.9
47 | C[C@H]1CN([C@@H](C)CO)C(=O)c2cc(C#CC3CC3)cnc2O[C@H]1CN(C)C | -2.1
48 | C[C@@H]1CN([C@@H](C)CO)C(=O)Cc2cc(NS(=O)(=O)c3ccc(F)cc3)ccc2O[C@H]1CN(C)C | -1.6
49 | CN(C)C(=O)C[C@H]1C[C@@H]2c3cc(NC(=O)c4cccnc4)ccc3O[C@@H]2[C@@H](CO)O1 | 3.5
50 | C[C@H]1CN([C@@H](C)CO)C(=O)Cc2cc(NS(=O)(=O)c3ccc(Cl)cc3)ccc2O[C@@H]1CN(C)C | 1.8
51 | Cc1noc(C)c1S(=O)(=O)Nc1ccc2c(c1)CC(=O)N([C@H](C)CO)C[C@@H](C)[C@@H](CN(C)C(=O)NC(C)C)O2 | 15.3
52 | C[C@@H]1CN([C@@H](C)CO)S(=O)(=O)c2ccc(-c3cccnc3)cc2O[C@H]1CN(C)C(=O)NC1CCCCC1 | -0.7
53 | COc1cccc(S(=O)(=O)N[C@@H]2C=C[C@@H](CC(=O)NC3Cc4ccccc4C3)O[C@H]2CO)c1 | 3.9
54 | C[C@H](CO)N1C[C@H](C)[C@H](CN(C)C(=O)Nc2ccccc2)Oc2ccc(NS(=O)(=O)c3ccc(F)cc3)cc2C1=O | 8.0
55 | C[C@@H]1CN([C@H](C)CO)C(=O)c2cc(NS(=O)(=O)c3ccccc3)ccc2O[C@H]1CN(C)C(=O)NC1CCCCC1 | 21.2
56 | C[C@@H]1CN([C@H](C)CO)C(=O)Cc2cc(N(C)C)ccc2O[C@H]1CN(C)S(=O)(=O)c1cccs1 | -0.3
57 | CC(C)NC(=O)N(C)C[C@H]1OCCCC[C@@H](C)Oc2ccc(NC(=O)Nc3cccc4ccccc34)cc2C(=O)N([C@@H](C)CO)C[C@H]1C | -1.9
58 | CC(C)NC(=O)N(C)C[C@@H]1Oc2cc(-c3cccnc3)ccc2S(=O)(=O)N([C@@H](C)CO)C[C@@H]1C | 23.0
59 | C/C=C/c1ccc2c(c1)O[C@H](CN(C)C(=O)Nc1cccc(F)c1)[C@@H](C)CN([C@@H](C)CO)S2(=O)=O | -9.3
60 | C=CC[C@]1(C(=O)NCc2ccccc2)N=C(c2ccc(OCCCO)cc2)O[C@H]1c1ccccc1 | -3.8
61 | COc1ccc(NC(=O)N(C)C[C@@H]2OCCCC[C@H](C)Oc3ccc(NS(=O)(=O)c4ccccc4)cc3C(=O)N([C@@H](C)CO)C[C@@H]2C)cc1 | 15.0
62 | O=C(C[C@@H]1CC[C@H](NC(=O)c2cccnc2)[C@H](CO)O1)NCc1ccc(Cl)c(Cl)c1 | 5.6
63 | C[C@@H]1CCCCO[C@H](CN(C)C(=O)Nc2ccc(C(F)(F)F)cc2)[C@H](C)CN([C@@H](C)CO)C(=O)c2cc(NS(=O)(=O)c3ccc(F)cc3)ccc2O1 | -8.9
64 | COCCCNC(=O)[C@@]1(Cc2ccccc2)N=C(c2ccc(OCCCO)cc2)O[C@H]1c1ccccc1 | 4.5
65 | CC(C)NC(=O)Nc1ccc2c(c1)C(=O)N([C@H](C)CO)C[C@@H](C)[C@H](CN(C)C)OCCCC[C@@H](C)O2 | ?
66 | O=C(NCc1ccccn1)c1cc2cc(Br)ccc2oc1=O | -1.3
67 | COc1ccc(NC(=O)N(C)C[C@H]2Oc3cc(-c4ccc(C)cc4)ccc3S(=O)(=O)N([C@H](C)CO)C[C@@H]2C)cc1 | 0.4
68 | CC(C)(C)OC(=O)Nc1cccc(/C=N/NC(=O)CCCCC(=O)NO)c1 | 2.1
69 | COc1ccc(NC(=O)N(C)C[C@H]2OCCCC[C@H](C)Oc3ccc(NC(=O)Nc4ccc(F)cc4)cc3C(=O)N([C@H](C)CO)C[C@@H]2C)cc1 | -7.9
70 | COc1ccccc1-c1cnc2c(c1)C(=O)N([C@@H](C)CO)C[C@H](C)[C@@H](CN(C)C(C)=O)O2 | -3.4
71 | COc1cccc(-c2cnc3c(c2)C(=O)N([C@@H](C)CO)C[C@@H](C)[C@H](CN(C)C(=O)CC2CC2)O3)c1 | 0.2
72 | C[C@H]1CCCCO[C@@H](CN(C)C(=O)c2ccncc2)[C@@H](C)CN([C@@H](C)CO)C(=O)c2cc(NC(=O)NC3CCCCC3)ccc2O1 | -6.1
73 | Cc1noc(C)c1NC(=O)N(C)C[C@@H]1Oc2c(NS(=O)(=O)c3cccs3)cccc2C(=O)N([C@@H](C)CO)C[C@@H]1C | -4.1
74 | C[C@@H]1CN([C@@H](C)CO)C(=O)Cc2cc(NC(=O)C3CCCCC3)ccc2O[C@H]1CN(C)S(=O)(=O)c1ccc(Cl)cc1 | -17.7
75 | C[C@H]1CN([C@@H](C)CO)C(=O)CCCn2cc(nn2)CO[C@@H]1CN(C)S(=O)(=O)c1cccs1 | -2.7
76 | Cc1noc(C)c1NC(=O)Nc1ccc2c(c1)CC(=O)N([C@H](C)CO)C[C@H](C)[C@H](CN(C)C)O2 | 0.0
77 | C[C@H]1CN([C@@H](C)CO)C(=O)c2cccc(NC(=O)c3ccc(-c4nccs4)cc3)c2O[C@H]1CN(C)CC1CCCCC1 | 4.1
78 | C[C@@H]1CCCCO[C@@H](CN(C)C(=O)CCC(F)(F)F)[C@H](C)CN([C@@H](C)CO)C(=O)c2cc(NC(=O)C3CCCCC3)ccc2O1 | 4.2
79 | C[C@@H]1CN([C@H](C)CO)C(=O)c2cccc(NC(=O)Nc3ccc(F)cc3)c2O[C@@H]1CN(C)C(=O)Nc1ccc(F)cc1 | -4.3
80 | O=C(N/N=C/c1cn(S(=O)(=O)c2ccccc2)c2ccccc12)c1ccccn1 | 7.7
81 | Cc1ccc(S(=O)(=O)N(C)C[C@@H]2Oc3ccc(NC(=O)CCN4CCOCC4)cc3CC(=O)N([C@@H](C)CO)C[C@H]2C)cc1 | 6.4
